Assay outcomes deposited in PubChem by National Center for Advancing Translational Sciences (NCATS).
Pol kappa inh: DNA polymerase kappa (human) inhibition. Q9UBT6. purified Pol kappa, fluorescent DNA synthesis assay, 10 min. Potency, µM (doses to about 107 µM), for the others: top-dose activity, negative = inhibition, usual class: inhibitors. 400,000 tested, 0.53% active. AID 588579; also: % is scaled to controls: 0 for no effect and ±100 for the full control effect
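Kinetic fluorescence screen: compound preincubated 15 min RT with 10 nM enzyme; 50 nM substrate (final) initiates; reads at 0/10 min.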
G9a block: G9a (human) methyltransferase inhibition. Q96KQ7. G9a H3K9 monomethylation, AlphaScreen, 2 h. Potency, µM (highest dose often 102 µM), inactives show at the top dose activity, negative = inhibition, hits mostly inhibitors. 350,000 tested, 8.8% active. AID 504332; also: % is scaled to controls: 0 for no effect and ±100 for the full control effect; nearly all actives have a fitted effect of over 75% in size
Target sequence (Q96KQ7 913-1193 limits assumed): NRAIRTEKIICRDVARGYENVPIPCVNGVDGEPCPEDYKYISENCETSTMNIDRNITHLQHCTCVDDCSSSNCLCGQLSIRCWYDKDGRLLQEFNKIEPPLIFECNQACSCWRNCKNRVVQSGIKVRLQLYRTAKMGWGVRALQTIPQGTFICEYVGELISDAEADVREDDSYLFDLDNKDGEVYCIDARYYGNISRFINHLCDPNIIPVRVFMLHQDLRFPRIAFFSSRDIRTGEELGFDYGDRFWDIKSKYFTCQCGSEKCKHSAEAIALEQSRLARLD
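Step 1: enzyme (final 20 nM) with compound, 15 min RT. Step 2: substrate peptide 500 nM and SAM 20 uM, 2 h RT. Step 3: anti-H3K9me1 antibody and AlphaScreen beads, 10 min, then plate read.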
POLI inh: blocks human DNA polymerase iota activity. Q9UNA4. Pol iota fluorescent replication assay, 10 min. Potency, µM (top dose mostly 115 µM), inactives show at the highest dose activity, negative = inhibition, hits mostly inhibitors. 390,000 tested, 1% active. AID 588590
Target sequence (Q9UNA4 whole entry, looked up): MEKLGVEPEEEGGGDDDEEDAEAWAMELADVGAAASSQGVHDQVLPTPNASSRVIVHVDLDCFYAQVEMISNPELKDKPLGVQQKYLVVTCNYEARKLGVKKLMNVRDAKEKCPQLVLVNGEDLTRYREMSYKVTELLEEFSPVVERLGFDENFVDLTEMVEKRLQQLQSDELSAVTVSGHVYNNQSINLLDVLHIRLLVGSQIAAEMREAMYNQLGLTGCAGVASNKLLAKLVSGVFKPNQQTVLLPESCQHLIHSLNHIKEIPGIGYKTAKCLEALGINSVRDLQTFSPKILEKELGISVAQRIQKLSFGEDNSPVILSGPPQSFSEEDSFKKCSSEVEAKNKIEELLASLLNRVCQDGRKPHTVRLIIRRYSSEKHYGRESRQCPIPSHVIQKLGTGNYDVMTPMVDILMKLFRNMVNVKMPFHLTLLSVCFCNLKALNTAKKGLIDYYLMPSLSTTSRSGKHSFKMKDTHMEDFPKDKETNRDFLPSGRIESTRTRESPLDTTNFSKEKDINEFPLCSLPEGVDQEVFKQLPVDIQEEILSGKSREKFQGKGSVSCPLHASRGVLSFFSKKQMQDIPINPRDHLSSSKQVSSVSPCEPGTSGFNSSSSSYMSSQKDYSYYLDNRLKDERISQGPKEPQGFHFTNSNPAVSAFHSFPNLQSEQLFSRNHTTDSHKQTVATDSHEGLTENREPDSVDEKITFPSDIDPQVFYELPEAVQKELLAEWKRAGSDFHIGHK
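Fluorescent replication assay read twice, at 0 min and 10 min after adding 50 nM (final) substrate. Enzyme (10 nM) and compounds were first incubated 15 min at room temperature; enzyme-free buffer wells were negative controls.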
APE1 inh: inhibitors of human APE1 endonuclease; recombinant APE1, TAMRA/BHQ-2 abasic DNA cleavage fluorescence; 350,000 tested, 0.35% active; P27695; Potency, µM (titrated, usually from 65.8 µM), inactives show at the highest dose activity change, negative = inhibition, hits mostly inhibitors; AID 2517;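 also: plate controls were vehicle for no effect and reference inhibitor for full effect; nearly all actives have a fitted effect of over 55% in size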
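APE1 at 0.75 nM final was preincubated with compound 15 min at room temperature, then 50 nM double-stranded THF abasic-site substrate (5'-TAMRA/3'-BHQ-2) was added. Fluorescence (ex 525/em 598 nm) was read kinetically; third-minus-first read gave activity.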
BLM helicase inh: inhibitors of human Bloom syndrome helicase BLM; recombinant BLM DNA unwinding, fluorescence dequenching; Potency, µM (highest dose often 56.1 µM), for inactives: top-dose activity change, negative = inhibition, hits mostly inhibitors; 350,000 tested, 0.2% active;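 also: plate controls were vehicle for no effect and no enzyme for full effect; nearly all actives have a fitted effect of over 35% in size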
Pol eta inh: DNA polymerase eta (human) inhibition | Potency, µM (doses to about 114 µM), for the others: at the highest dose activity change, negative = inhibition, usual class: inhibitors | Q9Y253 | 390,000 tested, 1.2% active | recombinant Pol eta, fluorescent DNA replication assay; also: % is scaled to controls: 0 for no effect and ±100 for the full control effect
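Pol eta at 10 nM preincubated with compounds 15 min at room temperature; reaction started with fluorescent substrate (50 nM final) and read kinetically at 0 and 10 min.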
JMJD2A Tudor inh: inhibitors of human JMJD2A Tudor domain; AID 504339; O75164; Potency, µM (series often up to 114 µM), for the others: top-dose activity change, negative = inhibition, actives largely listed as inhibitors; AlphaScreen JMJD2A-Tudor / H3K4me3 peptide binding; 390,000 tested, 4.4% active; also: % is scaled to controls: 0 for no effect and ±100 for the full control effect; nearly all actives have a fitted effect of over 50% in size
BAZ2B block: BAZ2B (human) inhibition. AlphaScreen BAZ2B-H3K14Ac peptide displacement. Potency, µM (top dose mostly 114 µM), without a hit: at the top dose activity change, negative = inhibition, actives largely listed as inhibitors. 360,000 tested, 4.4% active; also: % is scaled to controls: 0 for no effect and ±100 for the full control effect; nearly all actives have a fitted effect of over 60% in size
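BAZ2B 50 nM plus b-H3(5-23)K14Ac 50 nM, PBS pH 7.4/0.01% Tween-20, 30 min RT; compound added (max 110 uM), 30 min RT; streptavidin donor/Ni-chelate acceptor beads 10 ug/mL final, 20 min dark; AlphaScreen read.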
POLB inh: DNA polymerase beta (human) inhibition | Pol beta primer extension/strand displacement, fluorescence kinetic | Potency, µM (highest dose often 114 µM), without a hit: top-dose activity change, negative = inhibition, most hits filed as inhibitors | 340,000 tested, 1.3% active; also: % is scaled to controls: 0 for no effect and ±100 for the full control effect
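Pol beta (10 nM) was preincubated with compound for 15 min at room temperature. The reaction was then started with 50 nM substrate and read immediately and after a further 10 min at room temperature.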
* marks the source's active call; other numbers are inactive results; ? = inconclusive; . = not tested or not shown; [ ] = remark or other dose. Calls follow the shape of the dose curve; as a rule, active = well fitted curve in the direction sought with a large enough effect; inconclusive = small, poorly fitted or top-dose-only effect, or another doubt; inactive = no such curve, though single readings can be large; an effect the other way counts as inactive or inconclusive. Potency is read from the fitted curve at half-maximal effect. These rows are one share of the data (hit frequency here may not be typical).

SMILES	Pol kappa inh	G9a block	POLI inh	APE1 inh	BLM helicase inh	Pol eta inh	JMJD2A Tudor inh	BAZ2B block	POLB inh
Cc1ccccc1-n1c(-c2cccnc2)n[nH]c1=S	-5%	5µM*	-2%	6%	-7%	-13%	11µM*	-4%	20%
CCOC(=O)Cn1c2ccc(C)cc2c2nc(C)sc21	-7%	?	199%[activator]	3%	2%	4%	-13%	2%	13%
CCCCCCc1ccc(OC(=O)c2ccncc2)cc1	-5%	139%[activator]	?	11%	-10%	-9%	116%[activator]	120%[activator]	24%
CCC1(CC)NC(=O)N(CC(=O)Nc2cccc3ccccc23)C1=O	-25%	.	15%	0%	.	-13%	-4%	.	.
O=C(Nc1cccc(Cl)c1)Nc1ccc2c(c1)OCO2	-8%	4%[59 µM]	11%	-4%	-6%	5%	-24%[57.1 µM]	-10%	1%
COc1ccc(S(=O)(=O)CCC(=O)Nc2c(C)cccc2C)cc1	3%	40µM*	18%	-4%	-3%	-19%	-9%	2%	-26%
CC(C)n1ncc2c(C(=O)N3CCN(Cc4ccc(Cl)s4)CC3)cc(C3CC3)nc21	-20%	1%[12.7 µM]	14%	6%	.	-29%	-30%	-38%	.
N#C/C(=C\c1cccnc1)C(=O)Nc1ccc(SC(F)F)cc1	0%	-39%[12.7 µM]	156%[activator]	-3%	-5%	-7%	-25%	?	-2%
CN1CCN(S(=O)(=O)c2ccc3c(c2)OCCO3)CC1	-17%	-5%[59 µM]	-6%	-2%	-6%	-7%	1%	9%	-23%
Cn1c(=O)c2c(nc(N3CCOCC3)n2CCCNC2=NCCCCC2)n(C)c1=O	-9%	-35%[59 µM]	3%	3%	-12%	-4%	8%	3%	18%
O=C(c1ccco1)N1CCN(C(=O)C2CC(=O)N(c3ccccc3)C2)CC1 (stereo not given)	-8%	.	30%	-4%	1%	2%	-6%	-2%	-17%
COc1cc(/C=C/C(=O)OC(C)C(=O)NC2CCCCC2C)cc(Cl)c1OC (stereo not given)	-6%	-43%	32%[activator]	15%	.	-10%	-14%	11%	.
Cc1cccc(S(=O)(=O)NC2CCCCCCC2)c1	3%	83%[activator]	11%	3%	-5%	-10%	18%	4%	24%
O=C(c1sc2cc([N+](=O)[O-])ccc2c1Cl)N1CCCCC1	-2%	?	300%[activator]	-5%	-2%	-2%	?	?	-10%
CCOc1ccc(CN2CCN(Cc3cc4c(cc3Cl)OCO4)CC2CCO)cc1 (stereo not given)	-20%	.	36%[activator]	2%	2%	2%	-22%	-37%	18%
CCSc1nnc(-c2cccc(S(=O)(=O)N(C)C)c2)n1-c1cc(OC)ccc1OC	2%	?	27%	-5%	-1%	-14%	-13%	13%	26%
COc1ccc(-c2noc(CN(C(=O)C(C)Oc3ccc(C)cc3)C(C)C)n2)cc1 (stereo not given)	4%	2%[59 µM]	7%	.	-2%	.	-12%	0%	3%
CCCc1nc2ccccc2c(C(=O)OC2CCOC2=O)c1CC (stereo not given)	-26%	?	?	-4%	-2%	-6%	-15%	-2%	5%
COc1ccc(NC(=O)CN2C(=O)COc3ccc(S(=O)(=O)Nc4ccccc4)cc32)cc1OC	-10%[60.1 µM]	-6%[59 µM]	22%	.	3%	-20%	-20%	-5%	-9%
CC(C)Oc1ccc(C(=O)NC(=S)N2CCOCC2)cc1	-4%	-22%[59 µM]	5%	-2%	-1%	-2%	?	-9%	3%
CCOC(=O)C(C)(C)NS(=O)(=O)c1ccc(Cl)c([N+](=O)[O-])c1	-2%	8%[59 µM]	-14%	20%	4%	-14%	-1%	12%	10%
CC(=O)c1cccc(NC(=O)CCS(=O)(=O)c2cccc3nsnc23)c1	-24%	10µM*	24%	1%	0%	9%	-27%[57.1 µM]	-4%	7%
COCCCNC(=S)NNC(=O)C1CC1c1ccc(C(C)(C)C)cc1 (stereo not given)	-14%	6%	12%	-4%	-4%	-9%	-19%	-20%	37%[activator]
COc1ccc(NC(=O)C/C(C)=N/NC(=O)c2ccncc2)c([N+](=O)[O-])c1	0%	-3%	93%	-2%	-5%	-13%	-14%	-13%	15%
CCOC(=O)Cc1csc2nc(-c3ccccc3)nn12	-3%	28%	-3%	-2%	-1%	-20%	6%	6%	-25%

Next part, overlapping the part above by 3 compounds.
SMILES	Pol kappa inh	G9a block	POLI inh	APE1 inh	BLM helicase inh	Pol eta inh	JMJD2A Tudor inh	BAZ2B block	POLB inh
COCCCNC(=S)NNC(=O)C1CC1c1ccc(C(C)(C)C)cc1 (stereo not given)	-14%	6%	12%	-4%	-4%	-9%	-19%	-20%	37%[activator]
COc1ccc(NC(=O)C/C(C)=N/NC(=O)c2ccncc2)c([N+](=O)[O-])c1	0%	-3%	93%	-2%	-5%	-13%	-14%	-13%	15%
CCOC(=O)Cc1csc2nc(-c3ccccc3)nn12	-3%	28%	-3%	-2%	-1%	-20%	6%	6%	-25%
Cc1ccc(-c2noc(C3CCCN(C(=O)c4ccc(C(C)(C)C)cc4)C3)n2)o1 (stereo not given)	-6%	?	66%[activator]	0%	-13%	-28%	-10%	-34%	-15%
Cc1ccc(C)c(NC(=O)Cc2ccc(S(=O)(=O)N3CCCCC3)s2)c1	-5%	?	9%	-3%	-10%	?	-20%	-21%	0%
CNC(=O)/C(C#N)=C/c1c(N2CCN(c3ccccc3)CC2)nc2c(C)cccn2c1=O	-17%	20%[2.33 µM]	124%[activator]	7%	-5%	1%	-14%	-2%	11%
COc1cc(C)c(/C=C(\C#N)C(=O)Nc2ccc(C)cc2)cc1C(C)C	-14%	6%[59 µM]	56%[activator]	1%	4%	-2%	-4%	10%	-2%
C[C@H]1COC(=O)[C@@H](CC(=O)OC(C)(C)C)C/C=C\C[C@H](CC(=O)NCCO)C(=O)N1	-4%	.	52%[activator]	13%	.	-21%	-1%	.	.
CCC(=O)Nc1ccc(Oc2ccc(NC(=O)CC)c(NC(=O)CC)c2)cc1	4%	6%[59 µM]	24%	13%	-2%	6%	?	-8%	4%
O=C1CCC(C(=O)Nc2cccc(Br)c2)N1 (stereo not given)	-18%	3%	110%[activator]	23%	-2%	-4%	-13%	?	29%
CCc1nc2ccc(C(=O)N3CCN(c4ccc([N+](=O)[O-])cc4)CC3)cc2nc1CC	5%	2%[0.0925 µM]	10%	-4%	-4%	-15%	-29%	-29%	52%
COC(=O)C1=C(C)N=c2s/c(=C/c3cccs3)c(=O)n2C1c1cccs1 (stereo not given)	-16%	5%[12.7 µM]	8%	1%	-2%	-5%	-19%[57.1 µM]	-31%	17%
CC(=O)N/C(=C\c1ccc(F)cc1)C(=O)NC(Cc1c[nH]c2ccccc12)C(=O)O (stereo not given)	-12%	-5%[59 µM]	117%[activator]	3%	2%	-3%	-3%	6%	27%
O=C(CSc1nc2c(sc3ccccc32)c(=O)n1CCCN1CCOCC1)NCC1CCCO1 (stereo not given)	-6%	3%	70%[activator]	18%	3%	0%	-21%	14%	3%
COc1ccc(Nc2nc(N3CCOCC3)nc(N3CCOCC3)n2)cc1Cl	-15%	4%	102%[activator]	-11%	-5%	0%	?	-32%	-12%
CCc1cc2c(=O)c(-c3ccc(F)cc3)c(C)oc2cc1OCC(=O)O	-2%	-9%[59 µM]	13%	-4%	-3%	-6%	-8%[11.4 µM]	-21%	-9%
CN(C)/N=C/c1ccc(OC(=O)c2cccc([N+](=O)[O-])c2)cc1	-7%	5%[12.7 µM]	85%[activator]	-5%	-11%	5%	-18%	-14%	-4%
O=C(CN1C(=O)NC2(CCCCC2)C1=O)Nc1cc(C(F)(F)F)ccc1N1CCCCC1	-15%	-5%[0.501 µM]	85%[activator]	-4%	.	-25%	-9%	-5%	.
COc1ccc(OCC(=O)NNC(=O)Nc2cccc(Cl)c2)cc1	-1%	-18%	2%	10%	-12%	-12%	-12%	-12%	-7%
CCOC(=O)CCN(C(=O)Nc1ccccc1)C1CCCCC1	2%	.	71%[activator]	.	.	-3%	-3%	.	.
C(=N\Nc1nc(N2CCOCC2)nc(N2CCOCC2)n1)/c1ccncc1	-12%	20%[59 µM]	53%[activator]	8%	3%	-15%	-9%	10%	-4%
Cc1ccc(CSc2ncnc3c2cnn3Cc2ccccc2)cc1	-17%	95%[activator][59 µM]	9%	-3%	-7%	-15%	86%[activator]	95%[activator]	-4%
COc1ccc(NC(=O)CSc2nnnn2-c2ccccc2OC)c(OC)c1	-2%	-11%	-8%	-16%	-4%	-4%	-12%	-8%	13%
C=CCn1c(C)nc2ccccc2c1=O	-6%	.	0%	19%	-4%	0%	-4%	-7%	13%
Cc1cccc(-n2cnc3c(sc4nc(N5CCOCC5)c5c(c43)CCCC5)c2=O)c1	-2%	-36%	57%[activator]	-3%	-7%	5%	-8%	-10%	23%
COc1ccc(OCCCC(=O)OCC(=O)Nc2c(C)nn(-c3ccccc3)c2C)cc1	-6%	6%[59 µM]	27%	5%	.	-23%	-20%	6%	.
CCN(CC)S(=O)(=O)c1ccc(OCC(=O)NCc2ccco2)cc1	-8%	0%	31%[activator]	0%	9%	-17%	-11%	8%	2%
Cc1csc(Nc2ccccc2)[n+]1C	-4%	?	73%[activator]	0%	-3%	-2%	-31%	.	-3%
Cc1ccc(CNc2nc3ccc(Cl)cc3n3cnnc23)cc1	-5%	10%[59 µM]	35%[activator]	.	-1%	.	-1%	-1%	0%
Cc1nn(CC(=O)NCc2ccccc2)c(=O)c2cccn12	0%	12%[59 µM]	8%	45%[activator]	1%	-16%	6%	-2%	19%
Cc1c(C2C(C#N)=C(N)OC3=C2C(=O)CCC3)cnn1C (stereo not given)	0%	12%[59 µM]	35%[activator]	2%	-1%	-23%	-12%	10%	16%
CSc1ncccc1C(=O)OCc1nc2ccsc2c(=O)[nH]1	-4%	2%	14%	-4%	.	-11%	-9%	2%	.

Taken from above:
`CC(=O)N/C(=C\c1ccc(F)cc1)C(=O)NC(Cc1c[nH]c2ccccc12)C(=O)O` (stereo not given) in BLM helicase inh = 2%
`Cc1ccc(CSc2ncnc3c2cnn3Cc2ccccc2)cc1` in Pol kappa inh = -17%
`COc1ccc(NC(=O)CSc2nnnn2-c2ccccc2OC)c(OC)c1` in Pol eta inh = -4%
